From PubChem
Autophagy mod = alters autophagy in cells; MEF GFP-LC3 puncta imaging; test concentration mostly 10 µM; calls only at 10 µM (by protocol); hit rate 0.98% among 190,000;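 active = percentage of spot-positive cells more than 3 SD above its plate mean, without a fluorescence outlier flag or 80% toxicity; inconclusive = no clear call, values can overlap the other calls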;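 also: spot-positive cell cutoff set from DMSO-treated cells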
NTR1 ag = NTR1-driven beta-arrestin-GFP spot formation – imaging, U2OS cells, high content, primary screen (AID 493036) | hit rate 0.17% among 330,000 | activation, % at 20 µM | P30989 | agonist mode;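 active = activation at or above 40% of the spot to cytoplasm intensity ratio, with at least 20 cells analyzed; inconclusive = wells under 20 cells, flagged as cytotoxic or low count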;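 also: 0% = DMSO without peptide and 100% = 100 nM NTR1 peptide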
Target sequence (P30989 whole entry, looked up): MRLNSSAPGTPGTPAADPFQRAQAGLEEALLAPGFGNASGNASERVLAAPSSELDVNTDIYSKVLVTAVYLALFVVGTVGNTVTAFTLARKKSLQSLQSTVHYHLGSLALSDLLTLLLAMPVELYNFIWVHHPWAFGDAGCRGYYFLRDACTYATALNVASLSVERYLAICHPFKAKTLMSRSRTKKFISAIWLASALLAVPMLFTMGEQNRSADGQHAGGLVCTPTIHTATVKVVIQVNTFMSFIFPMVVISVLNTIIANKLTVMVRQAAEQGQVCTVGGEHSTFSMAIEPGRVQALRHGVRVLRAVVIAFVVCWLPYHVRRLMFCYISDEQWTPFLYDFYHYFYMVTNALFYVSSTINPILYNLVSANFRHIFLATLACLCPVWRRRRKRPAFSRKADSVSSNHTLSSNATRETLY
RSV antiviral HEp-2 = inhibition of RSV-induced cytopathic effect – HEp-2 cells, primary 10 µM value included (AID 2391). HEp-2 cells, RSV-induced CPE inhibition; higher % means a stronger effect. hit rate 0.13% among 310,000. CPE inhibition, % at 10 µM, or IC50 in µM where a hit was titrated; in the data active = a potency from the dose series; inconclusive = CPE inhibition mostly from about 23% at the one dose, without a potency; inactive = the rest, 99 in 100 with CPE inhibition below about 21%; also: strong numbers were not always called active
K1F lysis inhibition = inhibition of K1F phage lysis, E. coli UTI89, bacterial capsule biogenesis inhibitors, alamar blue (AID 488966). E. coli UTI89 K1F phage lysis, alamar blue, 2 h; higher % means a stronger effect. inhibition, % at 100 µM, or IC50 in µM where a hit was titrated. hit rate 0.02% among 340,000;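 active = phage lysis inhibition, versus mean bacterial control, above a set limit; inconclusive = no clear call, values can overlap the other calls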;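 also: capsule biogenesis inhibitors block K1F phage lysis so surviving cells raise fluorescence; higher fluorescence means more inhibition of phage lysis; actives were called in the ten point dose series up to 300 µM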
NS5 inhibitors = flavivirus cap methylation enzyme inhibition – biochemical, confirmation dose response, primary screen (AID 588689). Dengue-2 NS5 methyltransferase capping enzyme assay, biochemical; higher % means a stronger effect. one-dose inhibition, % at 25 µM; IC50 in µM for titrated hits. hit rate 0.3% among 340,000; in the data active = a potency from the dose series; inconclusive = inhibition above about 29% without an active follow-up result
WT yeast gro inh = growth inhibition of WT yeast, mitochondrial fusion screen; mitochondrial fusion phenotypic screen, WT strain; inhibition, % at 10 µM; hit rate 2.1% among 190,000; in the data active = inhibition above about 58%; tested in S. cerevisiae
GPR35 antagonists = inhibition of zaprinast-stimulated GPR35 beta-arrestin translocation – imaging, U2OS, beta-arrestin-GFP, zaprinast agonist, primary screen (AID 2058). U2OS GPR35 beta-arrestin-GFP translocation imaging, zaprinast antagonism; higher % means a stronger effect. inhibition, % at 10 µM; hits with a dose series show IC50 in µM. hit rate 0.052% among 290,000;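 active = inhibition of at least 50% with at least 30 cells and total cytoplasm GFP at most 10,000,000; inconclusive = under 30 cells or total GFP of 10,000,000 plus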
LYP inhibition = inhibitors of LYP phosphatase, biochemical, fluorescence intensity, uHTS (AID 1779) | recombinant LYP phosphatase, fluorescence intensity; higher % means a stronger effect | inhibition, % at 11.5 µM, or IC50 in µM where a hit was titrated | hit rate 0.054% among 290,000; in the data active = inhibition above about 50%;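 also: plate controls were vehicle with enzyme for no effect and no enzyme for full effect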
AID2073 = disruptors of CaV2.2 binding to Mint1 – biochemical, HTRF (AID 2073); HTRF protein-protein interaction, Mint1-CaV2.2; higher % means a stronger effect; inhibition, % at 20 µM; hits with a dose series show IC50 in µM; hit rate 0.19% among 290,000; in the data active = inhibition mostly above about 51%, no sharp cut-off; inconclusive = no clear call, values can overlap the other calls; inactive = mostly below about 53%; also: some results filed as inactive read as strong as hits
WT yeast gro inh mutant strain = further read-out of WT yeast gro inh, marked with its call; inhibition, %; mitochondrial fusion phenotypic screen, mutant strain inhibition
Autophagy mod cell loss 18 h = second read-out of Autophagy mod, no call of its own (marks repeat the call); toxicity, %; measured here: cell loss, nuclei count;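 cell loss after 18 h compound exposure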
NTR1 ag cell count 20 µM = further read-out of NTR1 ag, marked with its call; cell count; measured here: cell count, cytotoxicity flag
NS5 inhibitors pilot replicate = recorded beside NS5 inhibitors, whose call it bears; inhibition, %; measured here: pilot screen replicate inhibition
Active calls of the source: *; i = inactive; ? = inconclusive; nt = not tested or not shown; [ ] = remark or other dose.

The first four records, ahead of the listing:
SMILES | Autophagy mod | Autophagy mod cell loss 18 h | NTR1 ag | NTR1 ag cell count 20 µM | RSV antiviral HEp-2 | K1F lysis inhibition | NS5 inhibitors | WT yeast gro inh | WT yeast gro inh mutant strain | GPR35 antagonists | LYP inhibition | AID2073 | others
CCn1c(SCC(=O)N2c3ccccc3CCc3ccccc32)nnc1-c1ccc(OC)cc1 | i | 20 | 5.7 | 58 | ? | 2.0% | -7% | 15 | 1 | 4% | -9% | -4%
O=C(c1ccc(Br)o1)N1CCN(CCOc2ccccc2)CC1 | nt | nt | -0.6 | 51 | 0.4% | 0.3% | 1% | nt | nt | -5% | -4% | 5%
CC(C)C1Nc2ccc(C(=O)O)cc2C2C=CCC21 (stereo not given) | i | -10 | 0.0 | 48 | 1.8% | 4.4% | 39µM* | -22 | 1 | -13% | -3% | 23%
CC[C@H](C)[C@H](NC(N)=O)C(=O)Nc1ccc2c(c1)OCO2 | i | 10 | 0.3 | 50 | -0.3% | 0.1% | 4% | 0 | -1 | 0% | -3% | 2%

Main list, previewed entries included:
SMILES | Autophagy mod | Autophagy mod cell loss 18 h | NTR1 ag | NTR1 ag cell count 20 µM | RSV antiviral HEp-2 | K1F lysis inhibition | NS5 inhibitors | WT yeast gro inh | WT yeast gro inh mutant strain | GPR35 antagonists | LYP inhibition | AID2073 | others
CCn1c(SCC(=O)N2c3ccccc3CCc3ccccc32)nnc1-c1ccc(OC)cc1 | i | 20 | 5.7 | 58 | ? | 2.0% | -7% | 15 | 1 | 4% | -9% | -4%
O=C(c1ccc(Br)o1)N1CCN(CCOc2ccccc2)CC1 | nt | nt | -0.6 | 51 | 0.4% | 0.3% | 1% | nt | nt | -5% | -4% | 5%
CC(C)C1Nc2ccc(C(=O)O)cc2C2C=CCC21 (stereo not given) | i | -10 | 0.0 | 48 | 1.8% | 4.4% | 39µM* | -22 | 1 | -13% | -3% | 23%
CC[C@H](C)[C@H](NC(N)=O)C(=O)Nc1ccc2c(c1)OCO2 | i | 10 | 0.3 | 50 | -0.3% | 0.1% | 4% | 0 | -1 | 0% | -3% | 2%
O=C(CSc1nc2c(c(=O)n1-c1ccc(Br)cc1)SCC2)NCC1CCCO1 (stereo not given) | i | 1 | -2.4 | 33 | 4.2% | 0.6% | 7% | 13 | 5 | 5% | 12% | 5%
COC(=O)c1c(NC(=O)C(=O)N2CCCC2)sc2c1CC(C)(C)OC2 | nt | nt | -1.4 | 72 | 1.2% | 0.0% | -6% | nt | nt | 7% | -7% | 1%
CCCOC(=O)NC1CCS(=O)(=O)C1 (stereo not given) | i | 2 | 1.0 | 88 | 1.0% | 0.2% | -10% | 2 | 11 | -5% | -5% | 10%
CCC1=C(OC(=O)N(CC)CC)N2C(=O)OC(=NCCc3c[nH]c4ccccc34)[C@]2(C)[C@H]2C1=CC[C@H]1C(=O)N(CC(=O)OC)C(=O)[C@H]12 | nt | nt | 1.2 | 68 | -0.5% | 2.8% | -1% | nt | nt | 3% | -4% | 7%
Nn1c(SCC(=O)Nc2ccc(F)cc2F)nnc1C1CCCCC1 | i | -4 | -0.6 | 69 | -1.4% | 0.9% | -7% | 18 | 15 | 6% | -9% | -2%
COc1ccc(NC(=O)Nc2ccccn2)cc1OC | nt | nt | 3.6 | 54 | -1.0% | -0.3% | 2% | nt | nt | -10% | -4% | 7%
COc1ccccc1-n1nc(C(=O)O)c2ccccc2c1=O | i | 3 | 0.3 | 55 | 0.3% | 0.5% | -2% | 0 | -19 | 4% | 2% | 0%
Cc1sc(NC(=O)CSc2nnc(C)c(=O)[nH]2)c(C#N)c1C | i | 2 | 0.0 | 47 | 0.3% | 0.0% | 0% | -12 | 1 | 3% | -6% | -8%
COc1cc(C(=O)NNC(=O)c2ccoc2C)cc(OC)c1OC | i | -1 | -0.6 | 88 | 1.3% | 0.1% | 3% | -3 | 1 | -11% | -4% | 0%
O=C(Cc1ccc(Cl)c(Cl)c1)Nc1ccccc1N1CCCC1 | nt | nt | 9.4 | 58 | 14% | -0.7%[50 µM] | -1% | nt | nt | 11% | -2% | 1%
O=C1Cc2ccccc2Sc2c(OCCN3CCCCC3)cccc21 | i | 2 | 3.0 | 64 | 0.6% | 0.3% | -14% | 27 | 29 | 1% | 3% | 1%
CSCCC(NC(=O)c1ccccc1Cl)C(=O)Nc1cccc(S(=O)(=O)N2CCCC2)c1 (stereo not given) | nt | nt | 1.3 | 54 | 0.6% | -2.0% | 6% | nt | nt | nt | nt | nt
O=C(COC(=O)c1n[nH]c2ccccc12)c1cc(F)ccc1F | i | -13 | -1.9 | 78 | -1.1% | 1.4% | -4% | -12 | 11 | 19% | 2% | 2%
Cc1ccc(C(=O)C(C)OC(=O)c2ccccc2[N+](=O)[O-])cc1 (stereo not given) | i | 7 | 0.4 | 38 | 0.3% | 2.1%[50 µM] | -4% | -3 | -16 | 7% | -2% | 4%
c1ccc(Cn2nnc3cnccc32)cc1 | i | 14 | 0.5 | 38 | 0.4% | -0.2% | -12% | 18 | 25 | -17% | -2% | 5%
O=c1cc(CSc2ccccn2)nc(N2CCN(c3ccccc3)CC2)[nH]1 | i | 10 | -1.1 | 100 | -0.8% | 0.1% | 4% | -2 | -5 | -23% | -4% | 19%
Cc1ccc(C(=O)Nc2ccccc2N2CCCC2)s1 | nt | nt | 1.0 | 61 | 1.5% | 0.0%[50 µM] | 10% | nt | nt | nt | nt | nt
Cc1cc(=O)oc(C)c1C(=O)NC1CC(C)(C)NC(C)(C)C1 | i | -5 | -0.4 | 48 | -1.6% | 1.1% | -1% | 1 | 3 | 4% | -2% | 16%
CCN(CC(=O)Nc1ccc(NC(C)=O)cc1)CC(=O)Nc1ccc(Cl)c(Cl)c1 | nt | nt | -0.9 | 82 | 2.3% | -0.2% | 5% | nt | nt | -4% | -12% | -2%
COc1cccc(-c2cccc(NC(=O)C3CCN(Cc4ccc(CO)o4)CC3)c2)c1 | nt | nt | -0.7 | 66 | -0.1% | 0.3% | -1% | nt | nt | 21% | -3% | 0%
Cc1ccc(NC(=O)COc2coc(CN3CCc4ccccc4C3)cc2=O)cc1Cl | nt | nt | 41* | 63* | -0.5% | 0.7%[50 µM] | 1% | nt | nt | nt | nt | nt
COc1ccc(Cl)cc1Nc1nc(NCCO)nc(N2CCCCC2)n1 | nt | nt | 31 | 63 | 12% | -1.3% | 2% | nt | nt | nt | nt | nt
COC(=O)c1ccc(C(=O)OC)c(NC(=O)C(C)C)c1 | i | -4 | 2.6 | 50 | 0.1% | -0.6% | -2% | 7 | -5 | -2% | -5% | 13%
COC(=O)c1ccc(NC(=O)c2ccc3c(c2)C(=O)N(C)C3=O)cc1 | nt | nt | 0.7 | 64 | 1.4% | -0.2% | -3% | nt | nt | -2% | -14% | 20% | NS5 inhibitors pilot replicate=0.6
CCOc1ccc(S(=O)(=O)Nc2nc3ccccc3nc2-n2ccc(=NC(=O)c3ccccc3C)cc2)cc1 | nt | nt | 4.9 | 52 | nt | -0.8% | 1% | nt | nt | -4% | 15% | 42%
COC(=O)C1C(C(C)C)N(c2ccccc2)OC1(C)O (stereo not given) | i | 14 | -0.3 | 38 | -1.4% | 3.4% | 1% | 4 | -6 | 8% | -5% | 1%
O=C(CC12CC3CC(CC(Br)(C3)C1)C2)NC1CCCC1 | nt | nt | 0.1 | 46 | 0.9% | -0.7% | -4% | nt | nt | -4% | 1% | -3%
COCCn1c(COc2cccc(OC)c2)nnc1SCC(=O)N1CCOCC1 | i | 18 | 2.3 | 70 | 1.7% | 8.3% | -6% | 9 | 5 | 6% | -4% | -8%
O=C1CN(c2ccc(F)cc2)C(=S)N1c1ccccc1 | nt | nt | -0.3 | 95 | 1.4% | 1.2% | -2% | nt | nt | 7% | -9% | 19%
O=C(CCSc1ccccn1)Nc1ccc(Br)cc1 | i | -1 | 1.4 | 45 | 8.6% | 1.6% | 0% | 24 | 3 | 0% | -5% | -26%
CCOC(=O)CN(C(=O)CNC(=O)c1ccco1)C(C(=O)NC1CCCC1)c1ccccc1OCC (stereo not given) | i | 1 | -0.4 | 79 | 0.4% | 1.9% | -2% | 3 | -7 | -13% | -3% | -3%
COc1ccc(OCc2cc(C(=O)NC(C)Cc3ccccn3)no2)c(Cl)c1 (stereo not given) | nt | nt | 3.2 | 37 | 19% | -7.6% | -15% | nt | nt | 4% | -5% | -6%
CCOc1ccc2c(c1)C(c1ccccc1)=NNC(c1ccccc1)=N2 | i | 4 | -2.9 | 93 | 0.6% | -0.2% | -7% | 11 | 4 | 3% | -2% | 9%
Cc1nn(-c2ccccc2)cc1/C=N/O | i | -5 | 1.2 | 78 | 1.5% | 0.1% | -6% | -8 | 10 | 8% | -5% | 2%
O=C(NCc1ccco1)C1CCN(c2ccc(N3CCOCC3)nn2)CC1 | nt | nt | 1.2 | 63 | 1.1% | -0.3% | -1% | 7 | 0 | 2% | -2% | -15%
CS(=O)(=O)N1CCc2cc(C(=O)N3CCCC3)ccc21 | i | 22 | 4.2 | 34 | 3.2% | -0.4% | -5% | -14 | -1 | 9% | -5% | -3%
COc1ccc(CSCC(=O)NCCC(C)C)cc1 | i | 10 | -0.6 | 37 | -0.7% | 0.1% | -9% | -3 | 0 | 11% | -6% | 1%
O=C(COC(=O)c1ccccc1F)c1ccc(-n2nncc2-c2ccco2)cc1 | i | 11 | 1.7 | 27 | -0.1% | 5.4% | -3% | 21 | 22 | -3% | -3% | 16%
CCOC(=O)c1cnn(-c2cc(Oc3ccccc3)ncn2)c1N | i | -25 | -0.5 | 48 | 0.0% | 0.4% | -6% | 11 | 1 | -4% | 1% | -2%
CCOCCc1c(O)nc(SCCOc2ccc(C)c(C)c2)[nH]c1=O | i | -1 | -1.3 | 53 | 1.5% | 0.3% | -4% | -7 | 0 | -9% | -8% | -8%
COc1cccc(/C=C2\N=C(C3CCCCC3)OC2=O)c1OC | i | -21 | 0.9 | 66 | 2.5% | 0.1% | -11% | -10 | 5 | -2% | -2% | 10%
Nc1nnc(CC(=O)Nc2ccccc2)s1 | nt | nt | 1.0 | 51 | 0.7% | nt | nt | nt | nt | -4% | -7% | -6%
